Screening data (PubChem BioAssay)
TRPN1 ag – zebrafish TRPN1 (NompC) channel agonism; hit rate 0.18% among 220,000; activation, % at 3 µM; HEK293 zebrafish TRPN1-YFP, Fluo-8 calcium fluorescence; 100% = response to 87 µM carbachol;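 active means activation above its plate's cutoff, the mean activation of test wells on that plate plus 3 SD, cut at about 19% in these data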;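 further: 0% = DMSO alone and 100% = 87 µM carbachol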
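Control set: carbachol 87 µM as high control, DMSO as low control; system: HEK293 stable line with zebrafish TRPN1-YFP; read-out: % activation versus carbachol response; detection: intracellular calcium fluorescence with Fluo-8; doses: single test compound dose, 3 µM nominal, 0.3% DMSO; schedule: dye 1 h 37 °C plus 30 min RT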
S1P4 agonist – agonists of human S1P4 receptor | O95977 | S1P4-expressing cell line, agonist reporter assay | activation, % at 4.98 µM | hit rate 0.35% among 220,000 | AID 1509; in the data active means activation above about 11%;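 further: 0% = DMSO vehicle and 100% = reference agonist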
TRPML3 ag – activates the human TRPML3 channel; Q8TDD5; HEK293 TRPML3-YFP, Fluo-8 calcium fluorescence; 100% = the carbachol control signal; activation, % at 3 µM; hit rate 0.29% among 220,000; AID 1448;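 active means activation above its plate's cutoff, the mean activation of the plate's test wells plus 3 SD, cut at about 12% in these data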;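 further: 0% = DMSO only wells and 100% = carbachol wells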
Target sequence (Q8TDD5 whole entry, looked up): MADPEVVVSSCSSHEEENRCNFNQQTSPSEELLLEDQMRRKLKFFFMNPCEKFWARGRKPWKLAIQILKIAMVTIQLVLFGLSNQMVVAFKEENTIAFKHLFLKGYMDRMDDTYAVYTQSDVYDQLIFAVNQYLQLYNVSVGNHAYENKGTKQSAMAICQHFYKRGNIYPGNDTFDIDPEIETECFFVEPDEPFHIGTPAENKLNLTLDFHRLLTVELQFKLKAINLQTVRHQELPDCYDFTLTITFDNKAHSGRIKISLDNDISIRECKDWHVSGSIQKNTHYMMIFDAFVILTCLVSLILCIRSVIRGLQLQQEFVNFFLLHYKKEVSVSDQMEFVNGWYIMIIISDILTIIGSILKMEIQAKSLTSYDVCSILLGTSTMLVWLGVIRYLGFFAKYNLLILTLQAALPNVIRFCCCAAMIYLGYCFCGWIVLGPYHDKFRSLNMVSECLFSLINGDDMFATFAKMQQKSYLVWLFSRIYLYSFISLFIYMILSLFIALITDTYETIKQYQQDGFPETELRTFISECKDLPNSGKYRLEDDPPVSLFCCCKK
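Material: HEK293 cells stably carrying human TRPML3-YFP; compound dosing: single dose, 3 µM final nominal compound, 0.3% DMSO final; incubation: 1-h 37 °C dye load, 5-s basal, 120-s post-compound reads; technique: Fluo-8 intracellular calcium fluorescence, excitation 470-495 nm, emission 515-575 nm; read-out basis: percent activation from peak-to-basal fluorescence ratio, scaled between DMSO and carbachol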
S1P4 antag – human S1P4 receptor antagonism; O95977; AID 1510; hit rate 0.26% among 220,000; S1P4-expressing cells, antagonist mode, reporter read-out; inhibition, % at 4.98 µM; in the data active means inhibition above about 29%;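 further: 0% = wells stimulated with agonist and 100% = vehicle wells without agonist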
CHOP inh – blocks CHOP induction under ER stress; CHO-K1 CHOP-promoter luciferase, tunicamycin-induced, 15-18 h; inhibition, % at 10 µM; hit rate 3.8% among 220,000; AID 2732;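 active means compounds that reduced the stress-induced luciferase reporter signal by more than about 70% of percent inhibition, limit read from the data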;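 further: 0% = tunicamycin plus vehicle and 100% = wells without tunicamycin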
NPY-Y1 PAM-ag – human NPY-Y1 potentiation or agonism, primary screen; P25929; NPY-Y1 expressing cells, potentiator/agonist activation; activation, % at 3.6 µM; hit rate 0.37% among 220,000; AID 1304; in the data active means activation above about 33%, passing the limit was not always enough;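 further: cells stimulated with NPY at EC10 then isoproterenol at EC100; 0% = low agonist plus stimulus and 100% = saturating agonist plus stimulus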
Target sequence (P25929 whole entry, looked up): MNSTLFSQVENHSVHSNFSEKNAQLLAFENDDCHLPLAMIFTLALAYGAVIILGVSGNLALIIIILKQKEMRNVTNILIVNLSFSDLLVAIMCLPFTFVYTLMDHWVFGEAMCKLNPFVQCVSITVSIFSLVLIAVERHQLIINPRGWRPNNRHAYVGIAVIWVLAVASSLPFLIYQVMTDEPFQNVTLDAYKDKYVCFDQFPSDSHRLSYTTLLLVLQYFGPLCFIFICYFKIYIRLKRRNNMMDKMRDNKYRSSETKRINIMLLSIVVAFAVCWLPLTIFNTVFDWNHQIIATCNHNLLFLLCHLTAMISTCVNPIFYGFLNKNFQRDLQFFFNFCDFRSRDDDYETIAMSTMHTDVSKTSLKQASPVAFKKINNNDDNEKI
NPY-Y1 antag – antagonists of human neuropeptide Y receptor Y1. hit rate 1% among 200,000. HEK293-CNG Y1 cells, membrane potential fluorescence; NPY at EC95, then isoproterenol. inhibition, % at 3.6 µM. P25929;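 active means inhibition above the campaign mean inhibition of all tested compounds plus 3 SD, cut at about 20% in these data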;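 further: 0% = DMSO wells given NPY plus isoproterenol and 100% = isoproterenol alone without NPY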
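Test system – HEK293 Y1/CNG channel cell line · Also added – NPY agonist 25 nM, then isoproterenol 1 µM plus Ro 20-1724 25 µM · Compound dosing – one concentration, 3.6 µM, in 0.4% DMSO · Schedule – compound incubation 1 h at room temperature, readout 45 min post-stimulation · Technique – fluorescence, membrane potential probe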
NPY-Y2 PAM-ag – human NPY-Y2 potentiation or agonism, primary screen. P49146. activation, % at 3.6 µM. hit rate 0.45% among 220,000. cells expressing NPY-Y2, potentiator/agonist read-out; in the data active means activation above about 27%;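 further: cells stimulated with NPY near EC25 plus isoproterenol at EC100; 0% = vehicle plus submaximal agonist and 100% = vehicle plus saturating agonist; some results beyond the cut were filed as inactive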
EP2 modulator – EP2 receptor (human) modulation. P43116. induction, % at 25 µM. hit rate 0.83% among 260,000. EP2-expressing cells, cAMP HTRF FRET, PGE2 co-stimulation;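 active means compounds whose cAMP rise, as percent of the full-agonist control response, exceeds 60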;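 further: rat C6 glioma line stably carrying human EP2 under a CMV promoter; the protocol text gives 20 µM as final concentration; 100% = response of wells given 1 µM PGE2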
* = called active by the depositor; . = not tested or not shown; & = joins results of further samples.

SMILES	TRPN1 ag	S1P4 agonist	TRPML3 ag	S1P4 antag	CHOP inh	NPY-Y1 PAM-ag	NPY-Y1 antag	NPY-Y2 PAM-ag	EP2 modulator
Cc1ccc(S(=O)(=O)N2CCCCC2)cc1NC(=O)C1CC(=O)N(Cc2ccccc2)C1 (stereo not drawn)	-2.0	-1.0	0.0	-19	-10	0	0	14	-6
CCCn1nc(C(=O)N2CC(=O)Nc3ccccc32)c2ccccc2c1=O	0.5	0.4	1.2	-5	.	17	-1	-6	22
Cc1ccc(C(=O)N[C@H](C(=O)OCc2nnc(-c3ccccc3)o2)C(C)C)cc1	-0.5	0.2	-1.1	2	9	6	.	3	-18
Nc1c(Cl)cc(NC(=O)c2ccccc2C(=O)O)cc1Br	-1.8	0.8	0.3	-5	29	2	0	13	-19
CCc1ccccc1NC(=S)NC1CC2CCC(C1)N2Cc1ccc(F)cc1 (stereo not drawn)	-0.1	1.4	0.8	-7	-16	0	-2	4	-59
COc1ccc(CN2CC(C(=O)NCCCN3CCN(Cc4ccccc4)CC3)CC2=O)cc1 (stereo not drawn)	-0.4	0.0	-0.3	3	-8	-12	-3	3	6
CC1=NN(C(N)=S)C(=O)C1N=Nc1ccccc1 (stereo not drawn)	-1.4	-0.4	0.6	-12	-17	9	-1	7	20
C=CCc1c(C)nc(N2CCSCC2)[nH]c1=O	0.5	0.7	1.0	4	-4	-9	.	-1	3
COc1ccc(Nc2nc(C(=O)NCCCN3CCOCC3)cs2)cc1	1.1	-1.6	-0.1	6	-6	-21	-3	-3	-2
CCOC(=O)c1nn(-c2ccccc2F)c(C)c1C(C)=O	0.3	-1.4	0.0	-2	28	19	5	-18	8
CCN(CC(=O)Nc1ccc2c(c1)OCCO2)C(=O)/C=C/c1ccccc1	-3.3	-1.1	-0.7	4	-19	0	12	-24	5
Cc1ccc(NC(=O)Cc2nn(C)c(=O)c3ccccc23)cc1F	7.4	0.8	3.5	-7	59	-3	-8	24	-2
COc1ccc(-c2cnc(N)n2CC2CCCO2)cc1 (stereo not drawn)	-0.2	0.1	0.8	-23	-47	19	9	-1	-21
Cc1ccc(S(=O)(=O)N(Cc2cc3ccccc3[nH]c2=O)c2cccc(C)c2)cc1	-0.4	1.5	0.9	6	0	19	.	-13	9
c1ccc(Sc2ncnc3c2oc2ccccc23)cc1	-2.2	0.2	-0.8	-4	42	5	-1	9	48
O=c1[nH]c2cc(Cl)ccc2n(CCNc2ncc(C(F)(F)F)cc2Cl)c1=O	1.5	1.3	-0.3	-12	32	1	4	-10	-6
Cc1ccc(NC(=O)C(c2ccccc2)C2CCCC2)cc1 (stereo not drawn)	0.0	4.4	1.2	-6	52	-33	24*	2	3
COc1ccc(-n2nnnc2SC(C)C(=O)NCC(=O)Nc2ccc(F)c(F)c2F)cc1 (stereo not drawn)	-1.8	1.5	0.5	-6	16	-7	1	0	4
CCCNc1nc(Nc2ccc(C)cc2)nc(N2CCCC2)n1	-1.9	2.1	-0.8	17	70*	-33	15	-19	-5
CCC1CCCCN1C(=O)CSc1nnc(CNC(=O)c2ccco2)o1 (stereo not drawn)	1.3	1.1	1.4	-15	-12	-10	2	-4	20
O=C(NC1CCCCC1)c1cc(C2CC2)on1	0.9	0.9	1.0	2	2	-11	.	2	29
O=C1OCCC1Sc1nnc(-c2ccc(Cl)cc2)n1Cc1ccccc1 (stereo not drawn)	-2.1	-2.2	0.1	-5	-2	5	8	7	23
Cc1ccc(OCC(=O)N2CC(C)OC(C)C2)c([N+](=O)[O-])n1 (stereo not drawn)	1.1	3.4	-0.9	10	-3	2	0	-1	15
CCCC(C)NC(=O)Cc1ccccc1 (stereo not drawn)	0.4	1.3	-0.4	-4	3	-6	.	-3	11
N#C/C(=C\N1CCOCC1)S(=O)(=O)c1ccc(Cl)cc1	1.2	1.8	0.3	-10	21	11	.	9	1
COc1ccc(CC(=O)NCc2n[nH]c(=S)n2-c2cccc(C)c2)cc1	0.3	-1.8	0.1	2	-7	15	2	5	19
Cc1cc(N)n(-c2ccc(Cl)cc2)n1	-1.7	-0.7	0.6	-2	0	12	4	-5	18
COc1ccc(-n2nc(C(=O)NCC(=O)NCC3COc4ccccc4O3)c3ccccc3c2=O)c(OC)c1 (stereo not drawn)	0.0	2.2	0.2	-15	3	10	2	6	-10
CNC(=O)C(=O)N/N=C/c1ccc(Br)cc1	0.9	0.2	1.1	0	11	-11	8	9	15
Cc1ccc(-n2cccn2)c(CN2CCCC(C(=O)c3ccc4c(c3)OCO4)C2)c1 (stereo not drawn)	-1.5	1.5	0.1	-8	-8	-28	28*	-25	14
Cc1ccc(S(=O)(=O)N2CCOCC2)cc1NC(=O)COC(=O)c1n[nH]c(=O)c2ccccc12	-0.1	0.4	-0.3	1	6	-18	-3	2	22
O=C(NCC(c1ccco1)N1CCOCC1)c1cccc([N+](=O)[O-])c1 (stereo not drawn)	-0.3	-0.6	1.2	-5	4	-16	4	4	1
O=C(Cn1cc2c(n1)CCCCC2)Nc1c(F)c(F)cc(F)c1F	0.6	-0.4	0.4	-25	37	-11	9	-17	6
C=CCNC(=O)/C(C#N)=C/c1ccccc1Cl	-1.3	-1.7	0.6	-1	-28	-4	-2	-5	-24
CC(C)OC(=O)/C(=C\c1cccnc1)NC(=O)c1ccccc1	0.1	0.4	0.2	-1	-9	-2	4	1	3
Cc1cccc(C)c1NC(=O)N1CCN(C2CCCCC2)CC1	0.1	-1.4	0.5	11	-4	-2	1	14	8
Cc1cc(C)c(NC(=O)CS(=O)CC(=O)Nc2cccnc2)c(C)c1 (stereo not drawn)	0.5	2.0	1.0	-1	17	20	-5	11	29&-6
O=C(CSc1nc(-c2ccccc2)cc(C(F)(F)F)n1)NCc1cccs1	-1.4	-1.9	0.2	3	82*	3	6	2	4&-68
COc1ccc2nc(/N=C/c3c(C)[nH]n(-c4ccc(C)cc4)c3=O)sc2c1	-0.5	4.8	0.2	-7	7	2	-1	1	-12
COc1ccc(-n2c(=O)[nH]cc(C(=O)N3CCc4ccccc43)c2=O)cc1	1.6	-0.2	0.7	-3	17	8	0	15	10
O=C(C(Cc1ccccc1)N1C(=O)C2C3C=CC(C3)C2C1=O)N1CCCCCC1 (stereo not drawn)	-1.0	0.2	-0.4	-29	20	4	-1	4	2
CCn1c(SCC(=O)NCC(=O)Nc2ccc(F)cc2)nnc1-c1ccncc1	-1.1	-0.2	0.8	-3	9	-6	2	-3	2
CCOC(=O)C(=O)Nc1nnc(C2CCCCC2)s1	-0.1	1.5	1.5	-10	-1	-19	5	-17	12
COc1ccc(Cl)cc1C(=O)CSc1nnnn1C1CCCC1	-1.1	0.5	74*	-1	44	-21	14	-3	7
CC(C(=O)O)N1C(=O)C2C3CC(C2C1=O)C1C(c2ccccc2)c2sc(=O)[nH]c2SC31 (stereo not drawn)	0.7	-0.3	-0.3	-13	-18	-12	5	5	22
Cc1cc(C(C)(C)C)oc1C(=O)O	-1.4	0.2	1.5	-25	12	-6	3	-15	-18&13
O=C(O)c1cn(C2CC2)c2cc(N3CCN(S(=O)(=O)c4ccc5c(c4)OCCO5)CC3)c(F)cc2c1=O	-0.2	1.6	0.9	-2	62	-4	5	8	2
O=C(C1CCCO1)N(c1ccc(F)cc1)C1C=CS(=O)(=O)C1 (stereo not drawn)	-0.9	1.0	0.4	-3	-20	-8	1	-10	-12
CSc1nnc(-c2ccccc2N=Cc2c(C)[nH]n(-c3ccccc3)c2=O)c(=O)[nH]1	0.5	-3.2	-0.3	4	-1	4	-5	9	15
CCC(C)(C)NC(=O)CN(C(=O)CNS(=O)(=O)c1ccc(C)cc1)c1ccc2c(c1)OCCO2	-0.2	0.8	-0.4	6	1	-2	1	8	1
Cn1nc(C(C)(C)C)c(NC(=O)c2cccs2)c1C(C)(C)C	-0.1	1.4	0.6	-17	-3	-4	.	13	17
CCOc1ccccc1-n1c(COc2ccc(C)cc2)nnc1SCC(N)=O	2.1	1.2	-0.1	-19	26	12	4	-1	-5
COc1ccc(OC)c2[nH]c(=O)c(CCNC(=O)C(=O)c3c[nH]c4ccccc34)cc12	1.5	1.3	-0.1	-2	0	-5	0	-3	-54
O=C(Nc1ccccc1-c1ccccc1)c1cccc([N+](=O)[O-])c1	-0.5	0.6	-0.6	-8	-8	18	7	-6	-22
CC1(N2CCCCC2)C(=O)c2ccccc2C1=O	1.6	-0.1	0.7	-16	-3	-8	-2	0	-2
Fc1ccc2[nH]c3c(NCCN4CCOCC4)ncnc3c2c1	-0.5	0.9	0.4	-7	8	1	1	3	-34
CCOC(=O)C1=C(CC)OC(N)=C(C#N)C1c1cc(OC)ccc1OC (stereo not drawn)	0.0	-0.8	0.3	-14	5	-9	10	-11	26
CC(C)CNC(=O)CC(=O)NN=C1CCCC1	0.5	0.9	0.6	0	7	-6	-3	1	6
Nc1c(Cl)cc(Cl)cc1C(=O)OCC(=O)NC1CC1	0.1	3.6	0.9	2	37	-7	-6	-4	-6
CC(Sc1n[nH]c(=O)[nH]c1=O)C(=O)OCc1ccccc1 (stereo not drawn)	-1.4	-0.5	-0.1	-6	26	1	1	-10	4

In another format: results already given
SMILES,TRPN1 ag,S1P4 agonist,TRPML3 ag,S1P4 antag,CHOP inh,NPY-Y1 PAM-ag,NPY-Y1 antag,NPY-Y2 PAM-ag,EP2 modulator
Cc1ccc(NC(=O)C(c2ccccc2)C2CCCC2)cc1 (stereo not drawn),0.0,4.4,1.2,-6,52,-33,24*,2,3
Cc1ccc(S(=O)(=O)N2CCOCC2)cc1NC(=O)COC(=O)c1n[nH]c(=O)c2ccccc12,-0.1,0.4,-0.3,1,6,-18,-3,2,22

Continuation.
SMILES	TRPN1 ag	S1P4 agonist	TRPML3 ag	S1P4 antag	CHOP inh	NPY-Y1 PAM-ag	NPY-Y1 antag	NPY-Y2 PAM-ag	EP2 modulator
COCCN1CCC(CNCc2cn[nH]c2-c2ccc(C)c(C)c2)C1 (stereo not drawn)	-1.0	2.1	-0.4	-4	-7	0	0	-40	-13
CCc1ccc(S(=O)(=O)NCCc2csc(-c3ccccc3)n2)s1	-0.4	0.4	-0.1	-27	1	-12	4	-5	-49
CCCCOc1ccc(-c2nnc(-c3cc[n+](C)cc3)o2)cc1	0.5	1.0	1.0	-12	13	24	8	-2	29
CC(C)NS(=O)(=O)c1ccc(CCC(=O)N2CCC(C(N)=O)CC2)cc1	-0.9	0.2	1.3	-3	7	8	0	10	-10&10
COc1cccc(OCCCOc2ccc([N+](=O)[O-])cc2Cl)c1	-1.9	0.5	-0.1	1	45	-28	12	-22	25
CSc1cccc(NC(=O)C2CCCN2S(=O)(=O)c2ccc3c(c2)CCC(=O)N3)c1 (stereo not drawn)	-1.0	0.3	0.1	-15	33	4	-3	15	-28
O=C(NCCCN1CCCC1=O)Nc1ccc(F)c(Cl)c1	0.1	0.9	0.3	-6	-36	-1	6	-12	-7
